High-throughput results (PubChem BioAssay)
MCF10A rereplic: inducers of DNA re-replication in MCF 10A breast cells. MCF 10A DNA re-replication, Hoechst nuclear intensity, 48 h. Potency, µM (series often up to 46.1 µM), without a hit: at the highest dose activity, positive = re-replication, most hits filed as activators. hit rate 2.9% among 350,000. AID 624296; further: potency means the concentration at half of the fitted maximal effect; % of control where 0% means no effect; nearly all actives have a fitted effect of over 50% in size
HT1080 IDH1KD tx: kills HT-1080 cells with IDH1 knockdown; HT-1080 IDH1 knockdown viability, ATP luminescence, 48 h; Potency, µM (series often up to 46.1 µM), inactives show at the top dose activity, negative = toxicity, hits mostly cytotoxic; hit rate 2% among 360,000; AID 686971;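 further: potency means the concentration at half of the fitted maximal effect; 0% = DMSO wells and -100% = cell-free medium wells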
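IDH1KD HT-1080 cells, 750/well, RPMI + 5% FBS; compound pinned after 2 h settling; 48 h, 37 °C; CellTiter-Glo luminescence; % activity normalised to DMSO and no-cell wells; curves fitted, classed by r2 and efficacy.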
KB-V1 MDR tox: KB-V1 MDR subline cytotoxicity; Potency, µM (doses to about 46.1 µM), inactives show top-dose activity change, negative = cytotoxicity, actives largely listed as cytotoxic; hit rate 3.4% among 400,000; KB-V1 MDR cells viability, CellTiter-Glo, 72 h; further: potency means the concentration at half of the fitted maximal effect; on the % scale 0 is the no-effect control and ±100 the full control effect; nearly all actives have a fitted effect of over 60% in size
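qHTS viability screen in drug-selected KB-V1 MDR cells: 72 h compound treatment at 37 degrees C, ATP luminescence end point.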
KB-3-1 tox: KB-3-1 parental cell cytotoxicity; KB-3-1 viability, CellTiter-Glo ATP luminescence, 72 h; Potency, µM (top dose mostly 46.1 µM), for the others: top-dose activity change, negative = cytotoxic, actives largely listed as cytotoxic; hit rate 1.4% among 400,000; AID 1347075; further: potency means the concentration at half of the fitted maximal effect; on the % scale 0 is the no-effect control and ±100 the full control effect; nearly all actives have a fitted effect of over 60% in size
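KB-3-1 cells, DMEM (no phenol red) + 10% FBS; compound by pin transfer, 72 h, 37 °C. Readout: CellTiter-Glo luminescence after 10 min. Data normalized, curve-fitted.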
IL1B secr inh: inhibitors of inflammasome signaling (IL-1 beta secretion); THP-1 LPS/ATP IL-1B secretion, AlphaLISA, 16 h; stronger effect = lower value; activity change, % at 57.5 µM; hit rate 4.7% among 360,000; in the data active means activity change below about -50%; inconclusive means mostly about -30% to -49%; further: on the % scale 0 is the no-effect control and ±100 the full control effect
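Secreted IL-1B measured by AlphaLISA bead assay after 16 h compound exposure of THP-1 cells; compounds (final up to 57.5 uM) added 1 h before LPS (250 ng/mL) and ATP (1.25 mM) stimulation; lower signal means less secretion.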
HEK293 tox: cytotoxic in the GLP-1 receptor inverse agonist counter-screen; HEK293 cAMP-luciferase reporter cells, luminescence, 24 h; Potency, µM (highest dose often 38.3 µM), for inactives: top-dose activity change, negative = inhibition, most hits filed as inhibitors; hit rate 0.13% among 410,000;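 further: loss of luciferase light is scored as toxicity; potency means the concentration at half of the fitted maximal effect; on the % scale 0 is the no-effect control and ±100 the full control effect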
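A 23 nL compound transfer followed 12 hours of cell culture at 37 deg C; exposure then lasted 24 hr. Luciferase assay detection reagent was dispensed and plates read for luminescence after a 12 min room-temperature wait.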
D3 ag: agonists of human D3 dopamine receptor; D3R DiscoveRx beta-arrestin cells, luminescence, 90 min; max activation, %; hit rate 0.58% among 410,000; AID 652048; in the data active means max activation above about 30%; further: 0% is about no effect; mostly tested at two doses, the higher about 12 µM
Target sequence (P35462 whole entry, looked up): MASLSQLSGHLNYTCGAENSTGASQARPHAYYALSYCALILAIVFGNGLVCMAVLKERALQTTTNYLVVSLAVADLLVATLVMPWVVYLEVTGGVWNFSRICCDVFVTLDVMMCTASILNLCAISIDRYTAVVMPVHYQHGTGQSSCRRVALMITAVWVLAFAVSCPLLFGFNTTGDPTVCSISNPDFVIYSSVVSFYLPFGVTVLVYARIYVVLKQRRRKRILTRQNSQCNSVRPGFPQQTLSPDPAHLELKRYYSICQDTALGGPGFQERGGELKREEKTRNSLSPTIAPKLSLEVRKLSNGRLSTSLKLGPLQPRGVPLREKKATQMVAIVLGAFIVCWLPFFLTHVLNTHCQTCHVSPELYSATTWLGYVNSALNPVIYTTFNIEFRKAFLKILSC
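Agonist mode: compounds and dopamine controls were applied to plated cells for 90 min at 37 degrees C after an overnight attachment at 1500 cells/well. Luminescent read-out followed 30 - 60 minutes at room temperature with DiscoveRx detection reagent.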
SW480 rereplic: induces DNA re-replication in SW480 colon adenocarcinoma cells | SW480 DNA re-replication, Hoechst DNA content imaging, 48 h | Potency, µM (doses to about 46.1 µM), for inactives: at the highest dose re-replication activation, actives largely listed as activators | hit rate 1.8% among 340,000; further: potency means the concentration at half of the fitted maximal effect; % of control where 0% means no effect; nearly all actives have a fitted effect of over 55% in size
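SW480 cells exposed to compounds for 48 hr at 37 C, 5% CO2, then Hoechst-stained 40 min. Nuclear DNA content imaged by fluorescence scanning (405 nm excitation, 500-530 nm emission); re-replication scored as increased high-intensity nuclei.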
HT1080NT lethal: kills 2HG-producing HT-1080-NT fibrosarcoma cells; HT-1080-NT fibrosarcoma viability, CellTiter-Glo ATP luminescence, 48 h; Potency, µM (series often up to 46.1 µM), for inactives: top-dose activity, negative = less viability, usual class: cytotoxic; hit rate 1.6% among 360,000; AID 686970;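 further: NT is the 2HG producing partner of a matched IDH1 knockdown line; potency means the concentration at half of the fitted maximal effect; 0% = DMSO-treated cells and -100% = media-only wells without cells; nearly all actives have a fitted effect of over 55% in size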
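750 cells/well, RPMI + 5% FBS; 2 h settle, compound pin-transfer, 48 h at 37 degrees C. CellTiter-Glo 10 min RT, luminescence. Normalized to DMSO and media-only wells.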
* hit, by the source's call; i = inactive; ? = inconclusive; / = no result given; & = joins results of further samples; [ ] = dose if it differs, or a comment. Unless noted, the call rests on the fitted dose curve; in most records, active means well fitted curve in the direction sought with a large enough effect; inconclusive means small, poorly fitted or top-dose-only effect, or another doubt; inactive means no such curve, though single readings can be large; an effect the other way counts as inactive or inconclusive.

Structure	MCF10A rereplic	HT1080 IDH1KD tx	KB-V1 MDR tox	KB-3-1 tox	IL1B secr inh	HEK293 tox	D3 ag	SW480 rereplic	HT1080NT lethal
CSCC[C@H](NC(=O)Cc1ccc(Cl)cc1)C(=O)N1CCC2(CC1)NCCc1[nH]cnc12	1.4%	-8.9%	5.3%	9.0%	?	2.2%	-0.8	-5.6%	-1.0%
CCOCC(=O)NC1CCc2cc(OC)c(OC)c(OC)c2-c2ccc(SC)c(=O)cc21 (stereo unspecified)	?	?	?	0.0058µM*	0.0	-13.7%	-2.7	0.0517µM*	0.0116µM*
Cc1csc(NC(=O)CSc2ncnc3c2cnn3-c2ccccc2Cl)n1	22.4µM*	?	?	?	-17.2	-18.5%	3.0	21.2%	?
Cc1ccccc1Nc1nc(CSc2nnnn2-c2ccccc2)cs1	?	4.0%	-4.1%	10.8%	10.7	-9.6%	2.6	2.3%	-1.3%
Cc1ccc2nc(SCC(=O)Nc3cccc(S(=O)(=O)N(C)C)c3)[nH]c2c1	?	-12.9%	?	-17.5%	-20.6	-24.2%	-6.3	0.7%	-14.9%
CC(=O)Nc1ccc(OC(=O)c2cc3cc(Br)ccc3oc2=O)cc1	-7.5%	?	19.9%	12.4%	2.5	-0.3%	-1.7	3.0%	18.7%
c1ccc(CNc2nc3ccccc3n2CCN2CCOCC2)nc1	23.1µM*	0.3%	-19.2%	1.6%	12.5	-5.9%	7.9	?	22.2%
COc1cc(NC(=O)CN(c2cc(C)cc(C)c2)S(=O)(=O)c2c(C)noc2C)cc(OC)c1	13.7%	-4.6%	0.0%	-10.2%	-4.6	-6.1%	2.0	5.6%	0.0%
COc1ccc(NC(=O)c2ccc(NC(=O)CSc3nccc(=O)[nH]3)cc2)cc1	-10.6%	7.6%	-2.3%	5.0%	18.3	-1.2%	7.8	-11.5%	5.2%
O=c1cc(CN2CCN(C/C=C/c3ccccc3)CC2)c2cc(O)c(-c3ccccc3)cc2o1	13.2%	15.6%	-18.7%	?	?	17.9%	-7.0	18.4µM*	6.4%
Cc1cccc(N(C)S(=O)(=O)c2c(C)noc2C)c1	12.8%	-0.2%	-13.2%	4.3%	13.6	7.9%	-1.7	-14.3%	-9.1%
CCC(=O)Nc1nnc(SCC(=O)Nc2ccc3c(c2)OCCO3)s1	?	?	-7.0%	?	i	-8.4%	-3.8	-19.9%	-16.4%
Cc1csc(SCc2nc3sc4c(c3c(=O)[nH]2)CCC4)n1	15.5%	1.5%	5.17µM*	-2.6%	46.8	14.9%	-3.6	-6.6%	-1.2%
CC1CN(C(=O)Nc2ccccc2)c2ccccc2-[n+]2ccsc21 (stereo unspecified)	1.0%	-1.1%	20.0%	?	-18.2	4.8%	10.2	-1.3%	2.3%
O=C(CN1CCOCC1)NCCNS(=O)(=O)c1ccccc1	-0.5%	-4.5%	-5.5%	-0.2%	0.0	7.4%	-16.3	-6.9%	-2.5%
COc1ccccc1CNC(=O)COC(=O)c1cc(=O)[nH]c2ccccc12	5.4%	-12.3%	0.0%	18.5%	2.7	-6.1%	-0.7	-25.5%	-5.9%
O=C(Cc1ncc(C(F)(F)F)cc1Cl)NC1CC1	-0.4%	-3.9%	-17.9%	-4.6%	-20.7	6.1%	-1.5	-7.1%	7.8%
O=C(CN1CCN(c2ccc(F)cc2)CC1)Nc1cccc(C(F)(F)F)c1	3.0%	-4.6%	?	-18.5%	0.7	20.3%	-15.9	-1.7%	-7.8%
COc1ccc(N(C)S(=O)(=O)c2cccc(C(=O)Nc3nc(C)c(C(C)=O)s3)c2)cc1	-0.3%	-9.9%	-11.1%	-22.8%	-9.2	0.9%	2.8	-15.7%	-0.6%[9.24 µM]
CCCc1cc(=O)n2c(nc3ccccc32)[nH]1	6.1%	-10.0%	-4.6%	1.8%	-7.9	64.3%[activator]	-3.5	-0.9%	-3.4%
O=C(c1ccccc1)N(Cc1cccnc1)C1(C(=O)Nc2ccccc2)CCCCC1	15.6%	-6.5%	10.3µM*	?	4.6	9.3%	-2.7	?	3.3%
CCC1CCCCN1CCCNC(=O)c1cn(CC)c2ccc(S(=O)(=O)N(C)C3CCCCC3)cc2c1=O (stereo unspecified)	0.6%	-15.3%	0.4%&0.0%	-21.2%&-1.3%	?	?	-8.8&-1.8	11.8%	-0.7%
O=C(NCCc1ccc(Cl)cc1)C1CCN(C(=O)N2CCOc3ccccc32)CC1	-4.2%	-0.1%	-8.0%	-10.5%	-27.2	-5.1%	-3.5	-14.0%	-2.1%
COCCCNC(=O)C[C@H]1C[C@H](C(=O)N2CCCCC2)[C@@]2(CCc3ccccc3)c3[nH]c4cc(CCC(=O)N(C)C)ccc4c3CCN2C1=O	?	8.9%	0.0%	15.7%	-14.0	-6.9%	1.0	8.4%[9.22 µM]	3.0%
COc1cccc(CN2CCC(Oc3ccc(C(=O)N4CCCCC4)cc3)CC2)c1O	-1.3%	12.7%	3.4%	-0.3%	10.6	3.0%	2.8	2.5%	7.7%
N#CC1=C(N)Oc2cc(O)ccc2C1C1CCCCC1 (stereo unspecified)	?	?	0.0%	0.0%	50.4	254.2%[activator]	-6.1	?	?
Cc1cc(=O)n2[nH]c(-c3ccc(Cl)cc3)cc2n1	4.0%	-0.6%	1.0%	?	4.1	3.8%	-8.7	1.0%	-0.9%
CCOc1ccc(NC(=O)c2ccc(-n3cccn3)nc2)cc1	20.5%	11.7%	-0.3%	1.4%	-10.9	5.7%	6.2	?	15.0%
CCOc1ccc(S(=O)(=O)N(CC)CC(=O)N2CCCC2)cc1C	3.0%	3.4%	?	2.9%	4.2	15.3%	-0.1	-0.4%	1.6%
COc1ccc(N(CC(=O)N/N=C(\C)c2ccc(C)cc2)S(=O)(=O)c2ccccc2)cc1	4.5%	11.3%	9.2%	6.8%	9.6	-19.4%	11.3	-3.9%	12.2%

Brought forward from above: 2 entries, followed by the next part.
Structure	MCF10A rereplic	HT1080 IDH1KD tx	KB-V1 MDR tox	KB-3-1 tox	IL1B secr inh	HEK293 tox	D3 ag	SW480 rereplic	HT1080NT lethal
CCOc1ccc(S(=O)(=O)N(CC)CC(=O)N2CCCC2)cc1C	3.0%	3.4%	?	2.9%	4.2	15.3%	-0.1	-0.4%	1.6%
COc1ccc(N(CC(=O)N/N=C(\C)c2ccc(C)cc2)S(=O)(=O)c2ccccc2)cc1	4.5%	11.3%	9.2%	6.8%	9.6	-19.4%	11.3	-3.9%	12.2%
CN(C)/C=C(/C#N)C(=O)c1cccc(Oc2ccc(C(C)(C)C)cc2)c1	?	-8.6%	-11.8%	-5.5%	-2.7	-7.5%	1.6	-1.0%	-10.9%
Cc1sc2nc(CSC(C)C(=O)N(C)CC(=O)Nc3ccccc3C(F)(F)F)[nH]c(=O)c2c1C (stereo unspecified)	-0.2%	-6.9%	?	20.0%	6.8	25.2%	12.6	18.9%	-2.6%
CCOC(=O)c1c(-c2ccccc2)oc2ccc(OC)cc12	?	-0.5%	-0.4%	6.2%	16.4	30.6%[activator]	-3.1	2.7%	-6.3%
Cn1c(=O)c2c(nc(SCC(=O)Nc3ccc(F)cc3)n2Cc2ccccc2F)n(C)c1=O	/	/	8.9%	1.4%	/	-0.8%	1.8	/	/
CC1CCCC(NC(=O)COC(=O)CN2C(=O)C3CCCCC3C2=O)C1C (stereo unspecified)	4.4%	-6.3%	0.1%	9.9%	0.0	4.6%	3.1	22.7%	-4.2%
CC1CN(CC(O)COC(c2ccc(Cl)cc2)c2ccc(Cl)cc2)CC(C)O1 (stereo unspecified)	7.31µM*	?	?	?	-28.8	?	-4.8	-6.8%	?
N=C(c1cccc([N+](=O)[O-])c1)N1CCCCC1	-23.7%	-2.4%	-1.9%	-7.9%	23.2	3.9%	-7.5	-22.1%	-9.6%
Fc1ccc(C(NCCc2ccccc2)c2nnc(-c3ccccc3Cl)o2)cc1 (stereo unspecified)	/	/	-1.6%	-2.1%	/	-8.2%	-4.5	/	/
CC(=O)c1cccc(NC(=O)C(C)OC(=O)C2=NNC(=O)CC2)c1 (stereo unspecified)	-1.1%	-4.3%	2.9%	21.9%	12.1	7.4%	-5.9	-8.9%	-10.7%
OCCC1CN(Cc2nc3ccccc3s2)CCN1CCc1ccccc1 (stereo unspecified)	25.8%	-10.4%	-5.7%	-5.2%	-1.6	2.6%	-24.0	-3.4%	-3.6%
Cc1cc(S(=O)(=O)NC[C@H]2O[C@@H](n3ccc(N)nc3=O)[C@H](O)[C@@H]2O)c(C)s1	/	1.2%	-8.1%	-2.0%	6.8	0.6%	-5.9	/	2.7%
Cc1ccc(S(=O)(=O)CC(C)N2CCN(C3CCCCC3)CC2)cc1 (stereo unspecified)	?	-9.1%	?	-3.2%	-8.2	7.2%	-17.7	-1.2%	1.4%
COc1cccc(C2C(C#N)=C(N)Oc3cc(C)n(Cc4ccccn4)c(=O)c32)c1OC (stereo unspecified)	4.7%	3.2%[9.24 µM]	-2.0%	3.5%	-6.1	13.3%	3.3	-3.7%	-6.4%
Cc1ccc2nc(-c3ccc(C#N)cc3)c(Cc3ccccc3C(F)(F)F)n2c1	/	?	-5.2%	-0.1%	-9.2	-1.8%	-10.1	/	?
COc1ccc(/C=C(\C#N)C(=O)OCCNC(=O)c2ccncc2)cc1	2.2%	-3.2%	-9.9%	-10.4%	-17.5	0.1%	6.1	5.9%	-2.9%
CN(C(=O)Nc1ccccc1)C1CCCc2ccccc21 (stereo unspecified)	-2.8%	1.7%	-20.6%	5.8%	-1.4	7.9%	2.1	-9.6%	-4.9%
Fc1cccc(Cc2c(-c3cccc(Cl)c3)nc3ccc(Br)cn23)c1	/	-22.4%	11.4%	0.0%	88.1	-21.1%	6.0	/	-23.5%
